Pf Dd2 inh – inhibitors of Plasmodium falciparum Dd2 growth; activity change, % at 10 µM; AID 1159554; 94,000 compounds, 2.3% hits; P. falciparum Dd2 growth, SYBR Green, 72 h; hits give low values; in the data active = activity change below about -80%; inconclusive = no clear call, values can overlap the other calls
C diff HTS – C. difficile growth inhibition. growth activity, negative = inhibition, % at 16 µg/mL (by protocol). 86,000 compounds, 0.25% hits. Clostridium difficile clinical isolate growth, OD600, 24 h; hits give low values;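 active = mean growth activity at or below -80% and every replicate also at or below -80%; inconclusive = mean at or below -80% but some replicate above -80%; inactive = mean growth activity above -80%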;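 note: 0% = DMSO wells and -100% = levofloxacin 16 µg/mL wells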
T cruzi growth – inhibitors of T. cruzi proliferation. AID 624255. T. cruzi beta-gal in NIH3T3, GalScreen luminescence, 90 h. inhibition, % at 8.34 µM. 77,000 compounds, 5.9% hits;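 active = mean inhibition above about 93%, with at least 55% of replicates each passing it, limit read from the data, passing the limit was not always enough; inconclusive = only one of those two conditions holds; inactive = neither condition holds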
GASC1 inh – inhibitors of human demethylase GASC-1 KDM4C; GST-KDM4C 2-372, H3K9me3 peptide, LANCE TR-FRET; Q9H3R0; AID 720574; inhibition, % at 12.5 µM; 96,000 compounds, 0.15% hits;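 active = mean replicate inhibition above about 25%, with at least 55% of replicates also reaching it, limit read from the data, passing the limit was not always enough; inconclusive = only one of those two conditions met; inactive = neither condition met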
Target sequence (Q9H3R0 2-372 limits assumed): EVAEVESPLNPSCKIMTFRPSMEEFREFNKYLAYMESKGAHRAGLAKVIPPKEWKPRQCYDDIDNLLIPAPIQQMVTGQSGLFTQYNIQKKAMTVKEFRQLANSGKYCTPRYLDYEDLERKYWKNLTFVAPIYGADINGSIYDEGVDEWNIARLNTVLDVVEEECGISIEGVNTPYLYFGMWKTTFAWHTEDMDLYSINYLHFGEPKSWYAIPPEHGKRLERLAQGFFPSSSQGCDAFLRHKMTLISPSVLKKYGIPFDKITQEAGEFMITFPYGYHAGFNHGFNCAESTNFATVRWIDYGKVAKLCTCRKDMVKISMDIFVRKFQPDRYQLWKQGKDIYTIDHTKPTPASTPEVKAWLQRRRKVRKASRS
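Test system – GST-tagged GASC-1 (JMJD2C) catalytic fragment, aa 2-372 · Medium – HEPES buffer, pH 7.5, plus ascorbate · Reagent – H3K9me3 peptide with Fe(II)/2OG · Compound – one test concentration per compound · Timing – 30 min reaction, 60 min detection, RT · Technique – TR-FRET with Eu antibody and ULight streptavidin, EDTA stop · Read-out basis – inhibition from TR-FRET ratio decrease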
An asterisk follows results filed as active; ? = inconclusive; / = no result given; & = joins results of further samples; ! = not confirmed by another sample.

SMILES | Pf Dd2 inh | C diff HTS | T cruzi growth | GASC1 inh
C[C@H]1CN([C@@H](C)CO)C(=O)Cc2cc(NC(=O)CCN3CCOCC3)ccc2O[C@H]1CN(C)S(=O)(=O)c1cccs1 | 17 | -1 | 30 | -0.3
C[C@@H]1CN([C@@H](C)CO)C(=O)c2cc(NC(=O)Nc3ccc(C(F)(F)F)cc3)ccc2O[C@H]1CN(C)S(=O)(=O)c1ccc(Cl)cc1 | -13 | 3 | 5 | -0.3
C[C@H](CO)N1C[C@H](C)[C@@H](CN(C)C(=O)Cc2ccccn2)Oc2ncc(-c3cncnc3)cc2C1=O | / | 8 | -20 | 0.4
C[C@@H]1CN([C@@H](C)CO)C(=O)Cc2cc(NS(=O)(=O)c3cccs3)ccc2O[C@H]1CN(C)C(=O)Nc1ccc2c(c1)OCO2 | -14 | -4 | 24 | 0.3
C[C@@H]1CN([C@@H](C)CO)C(=O)c2cc(NC(=O)NC3CCCCC3)ccc2O[C@H]1CN(C)Cc1ccc(-c2ccccc2)cc1 | 13 | 42 | 108* | -2.2
C[C@H]1CCCCO[C@H](CN(C)S(=O)(=O)c2cn(C)cn2)[C@@H](C)CN([C@@H](C)CO)C(=O)c2cc(NC(=O)Nc3cccc4ccccc34)ccc2O1 | -65 | 5 | 32 | -1.7
CC(C)NC(=O)N(C)C[C@H]1Oc2cc(C#Cc3cccc(F)c3)ccc2S(=O)(=O)N([C@@H](C)CO)C[C@@H]1C | -22 | -8 | 116* | -2.2
O=C(c1ccncc1)N1CC2(C1)[C@@H](c1ccccc1)[C@@H](CO)N2CC1CCOCC1 | 11 | 20 | / | -3.3
C[C@H](CO)N1C[C@H](C)[C@@H](CN(C)C(=O)Nc2ccc(F)cc2)Oc2cc(/C=C/c3ccccc3)ccc2S1(=O)=O | -67 | 8 | 124* | -3.1
CC(C)C#Cc1cnc2c(c1)C(=O)N([C@H](C)CO)C[C@H](C)[C@@H](CN(C)C(=O)Cc1ccccn1)O2 | -11 | -3 | -44 | /
C[C@@H]1CN([C@@H](C)CO)C(=O)c2cc(NS(=O)(=O)c3cccs3)ccc2O[C@@H](C)CCCCO[C@@H]1CN(C)Cc1ccc2c(c1)OCO2 | -67&24 | -5&-4 | 76&35 | -0.2
C[C@@H]1CN([C@H](C)CO)C(=O)c2cccc(NC(=O)c3ccno3)c2O[C@H]1CN(C)S(=O)(=O)c1cccs1 | -4 | -6 | 93 | 2.2

For convenience, part of the list above:
SMILES | Pf Dd2 inh | C diff HTS | T cruzi growth | GASC1 inh
C[C@H]1CN([C@@H](C)CO)C(=O)Cc2cc(NC(=O)CCN3CCOCC3)ccc2O[C@H]1CN(C)S(=O)(=O)c1cccs1 | 17 | -1 | 30 | -0.3
C[C@@H]1CN([C@@H](C)CO)C(=O)c2cc(NC(=O)Nc3ccc(C(F)(F)F)cc3)ccc2O[C@H]1CN(C)S(=O)(=O)c1ccc(Cl)cc1 | -13 | 3 | 5 | -0.3
C[C@H](CO)N1C[C@H](C)[C@@H](CN(C)C(=O)Cc2ccccn2)Oc2ncc(-c3cncnc3)cc2C1=O | / | 8 | -20 | 0.4

Whole records, looked up by structure. Screens in order: Pf Dd2 inh	C diff HTS	T cruzi growth	GASC1 inh
`C[C@@H]1CN([C@@H](C)CO)C(=O)Cc2cc(NS(=O)(=O)c3cccs3)ccc2O[C@H]1CN(C)C(=O)Nc1ccc2c(c1)OCO2` is listed with -14	-4	24	0.3
`CC(C)C#Cc1cnc2c(c1)C(=O)N([C@H](C)CO)C[C@H](C)[C@@H](CN(C)C(=O)Cc1ccccn1)O2` is listed with -11	-3	-44	/

(next part)
SMILES | Pf Dd2 inh | C diff HTS | T cruzi growth | GASC1 inh
COc1cccc(NC(=O)N(C)C[C@H]2Oc3ncc(C4=CCCCC4)cc3C(=O)N([C@H](C)CO)C[C@H]2C)c1 | 1 | 7 | -8 | -0.9
C[C@@H]1CCCCO[C@H](CN(C)Cc2ccccc2)[C@@H](C)CN([C@@H](C)CO)C(=O)c2cc(NC(=O)CCCN(C)C)ccc2O1 | -58 | 6 | -41 | 2.1
C[C@@H]1CN([C@H](C)CO)C(=O)c2cc(NC(=O)c3ccncc3)ccc2O[C@H]1CN(C)S(=O)(=O)c1ccccc1 | -4 | -2 | -6 | 0.5
C[C@@H]1CN([C@@H](C)CO)C(=O)c2cc(NC(=O)NC3CCCCC3)ccc2O[C@@H](C)CCCCO[C@@H]1CN(C)CC1CCCCC1 | -62 | / | 75 | 2.3
C[C@@H]1CCCCO[C@H](CN(C)S(=O)(=O)c2ccccc2)[C@H](C)CN([C@@H](C)CO)C(=O)c2cc(NC(=O)Nc3ccc(F)cc3)ccc2O1 | -72 | -3 | 105* | -2.9
O=C(NC[C@@H]1N[C@@H](CO)[C@H]1c1ccccc1)C1CC1 | 2 | 1 | -10 | -1.2
CC(C)NC(=O)N(C)C[C@H]1Oc2ccc(NC(=O)Nc3ccc(F)cc3)cc2CC(=O)N([C@@H](C)CO)C[C@@H]1C | 23 | -7 | -15 | 0.5
O=C(c1ccccc1)N1CC[C@@H]2[C@H](CO)Nc3ccc(-c4ccc(F)cc4)cc3[C@@H]21 | 5 | -7 | 48 | -0.9
Cc1noc(C)c1S(=O)(=O)Nc1ccc2c(c1)C(=O)N([C@H](C)CO)C[C@@H](C)[C@H](CN(C)C(=O)c1ccncc1)OCCCC[C@@H](C)O2 | 5 | 7 | 39 | 3.0
CN1C(=O)c2cc(NC(=O)c3cnccn3)ccc2OC[C@H]2O[C@H](CC(=O)NCC3CC3)CC[C@H]21 | 29 | 0 | / | 5.8
COc1ccc(NC(=O)N[C@@H]2CC[C@H](CCn3cc(-c4ccc(OC)cc4)nn3)O[C@H]2CO)cc1 | -40 | -2 | / | 4.1
Cc1ccccc1S(=O)(=O)N1[C@H](C#N)[C@@H](c2ccc(C#CC3CC3)cc2)[C@@H]1CO | -85* | 3 | 74 | -0.4

Pf Dd2 inh: entries above that show a hit.
smiles | Pf Dd2 inh | GASC1 inh
Cc1ccccc1S(=O)(=O)N1[C@H](C#N)[C@@H](c2ccc(C#CC3CC3)cc2)[C@@H]1CO | -85* | -0.4

Continued.
SMILES | Pf Dd2 inh | C diff HTS | T cruzi growth | GASC1 inh
O=C(C[C@@H]1CC[C@H]2[C@@H](COC[C@@H](O)CN2C(=O)Nc2ccc(Cl)c(Cl)c2)O1)NCc1ccccc1 | 6 | / | -12 | 0.5
C[C@@H]1CCCCO[C@@H](CN(C)C(=O)CCC(F)(F)F)[C@@H](C)CN([C@@H](C)CO)C(=O)c2cc(NC(=O)CCC(F)(F)F)ccc2O1 | 5 | 4 | / | 0.0
O=C(NC1CCC1)[C@H]1[C@H](CO)[C@H]2Cn3c(ccc(-c4ccccc4)c3=O)[C@H]2N1CC1CC1 | -10 | 0 | / | 5.4
C[C@@H]1CN([C@H](C)CO)C(=O)c2cccc(NC(=O)Nc3ccc(F)cc3)c2O[C@H]1CN(C)Cc1ccc(-c2ccccc2)cc1 | -8 | -2 | -30 | -1.6
C[C@@H](NC(=O)C[C@@H]1CC[C@@H]2[C@H](COC[C@H](O)CN2C)O1)c1ccccc1 | 47 | 2&-6 | -18 | -2.8
Cc1noc(C)c1NC(=O)N(C)C[C@@H]1Oc2ccc(NS(C)(=O)=O)cc2CC(=O)N([C@@H](C)CO)C[C@H]1C | 13 | 9 | 23 | 1.6
COc1ccc(S(=O)(=O)Nc2ccc3c(c2)C(=O)N([C@@H](C)CO)C[C@@H](C)[C@@H](CN(C)S(=O)(=O)c2ccc(Cl)cc2)O3)cc1 | 21 | 37 | 43 | -1.3
C[C@@H]1CN([C@H](C)CO)S(=O)(=O)c2ccc(C3=CCCC3)cc2O[C@H]1CN(C)C(=O)c1cccnc1 | -14 | -1 | 22 | 0.5
Cc1cccc(S(=O)(=O)N2C[C@@H](O)COC[C@@H]3O[C@H](CC(=O)NCCCN4CCOCC4)CC[C@H]32)c1 | -21 | / | 53 | -1.6
C[C@H](CO)N1C[C@H](C)[C@H](CN(C)C(=O)CCC(F)(F)F)OCCCC[C@H](C)Oc2ccc(NS(=O)(=O)c3ccc(Cl)cc3)cc2C1=O | -6 | 5 | 103* | -0.2
COc1ccc2c3c(n(C)c2c1)[C@H](CO)N(C(=O)NC1CCCC1)CC31CCN(C(C)=O)CC1 | -17 | -9 | / | 0.3
COc1cccc(CNC(=O)C[C@H]2CC[C@H]3[C@@H](COc4ccc(NC(=O)c5cccs5)cc4C(=O)N3C)O2)c1 | -20 | 13 | 9 | -2.3
Cc1noc(C)c1S(=O)(=O)Nc1ccc2c(c1)C(=O)N([C@@H](C)CO)C[C@@H](C)[C@@H](CN(C)S(=O)(=O)c1ccc(Cl)cc1)OCCCC[C@H](C)O2 | -92* | 10 | 61 | -0.2
C[C@@H]1CN([C@@H](C)CO)C(=O)c2cc(-c3ccc(F)cc3)cnc2O[C@@H]1CN(C)C(=O)c1ccc(F)cc1 | / | 3 | 20 | -1.0
CCCC#Cc1ccc([C@H]2[C@@H](CO)N3C(=O)CN(C(=O)NCCC)C[C@@H]23)cc1 | 10 | 0 | / | 0.8
COc1ccc(S(=O)(=O)Nc2ccc3c(c2)C(=O)N([C@@H](C)CO)C[C@H](C)[C@@H](CN(C)S(=O)(=O)c2ccc(C)cc2)OCCCC[C@H](C)O3)cc1 | -83* | / | / | -0.3
C[C@@H]1CN([C@@H](C)CO)C(=O)c2cc(NC(=O)C3CCCCC3)ccc2O[C@@H]1CN(C)Cc1ccc(C(F)(F)F)cc1 | 11 | -7 | 72* | -0.8
CO[C@@H]1CN(C)C(=O)c2cc(NC(=O)C3CCCCC3)ccc2OC[C@@H](C)N(C(=O)Nc2ccc(C(F)(F)F)cc2)C[C@H]1C | -59 | / | 16 | -3.1
CC(C)NC(=O)Nc1cccc2c1O[C@@H](CN(C)S(=O)(=O)c1ccc(Cl)cc1)[C@H](C)CN([C@H](C)CO)C2=O | -4 | 0 | / | -1.5
O=C(NCc1ccncc1)[C@@H]1[C@@H](CO)[C@@H]2Cn3c(ccc(-c4cccnc4)c3=O)[C@@H]2N1C(=O)C1CC1 | 8 | 0 | 7 | 0.1
COc1ccc(NC(=O)Nc2ccc3c(c2)C(=O)N([C@@H](C)CO)C[C@H](C)[C@@H](CN(C)S(=O)(=O)c2ccc(OC)cc2)OCCCC[C@H](C)O3)cc1 | -61 | -2 | ? | -0.4
O=C(C[C@@H]1CC[C@@H]2[C@H](COC[C@@H](O)CN2S(=O)(=O)c2cccc(F)c2)O1)Nc1ccccc1 | 16 | 20&4 | / | 1.1
O=C(C[C@H]1CC[C@@H]2[C@H](COC[C@H](O)CN2CCC(F)(F)F)O1)NCc1ccc(Oc2ccccc2)cc1 | / | -4&-8 | -2 | -0.1
O=C(NC[C@@H]1CC[C@@H]2[C@@H](CN2Cc2cc(-c3ccccc3)on2)O1)c1ccc2c(c1)OCO2 | 6 | -4 | / | /
CC=Cc1ccc2n(c1=O)C[C@H]1[C@H](CO)[C@@H](C(=O)NCC3CCCCC3)N(C(C)=O)[C@@H]21 (mixture of isomers) | 3 | -5 | 7 | -1.0
C[C@H]1CN([C@@H](C)CO)C(=O)c2cc(-c3cncnc3)cnc2O[C@H]1CN(C)C(=O)c1ccccc1F | 25 | -4 | 84 | 4.5
CC(C)CC#Cc1ccc2c(c1)O[C@@H](CN(C)Cc1ccc(F)cc1)[C@H](C)CN([C@@H](C)CO)S2(=O)=O | -33 | 5 | 36 | -2.0
C[C@H](O)C#Cc1cnc2c(c1)C(=O)N([C@@H](C)CO)C[C@@H](C)[C@H](CN(C)C(=O)Nc1ccc(C(F)(F)F)cc1)O2 | -5 | 3 | / | -1.0
O=C(C[C@H]1CC[C@H]2[C@@H](COC[C@@H](O)CN2C(=O)Nc2ccc(Cl)c(Cl)c2)O1)NC1CCC1 | / | -99*! | -98 | 0.3
C[C@@H]1CN([C@@H](C)CO)C(=O)CCCn2cc(nn2)CO[C@@H]1CN(C)S(=O)(=O)c1ccc(Cl)cc1 | 9 | / | -7 | 0.2
COc1ccccc1CNC(=O)C[C@H]1CC[C@@H]2[C@H](COC[C@H](O)CN2C(=O)Nc2ccc(C(F)(F)F)cc2)O1 | -10 | / | 24 | -0.6
CC(C)CC#Cc1ccc2c(c1)O[C@H](CN(C)C(=O)c1cccc(F)c1)[C@H](C)CN([C@H](C)CO)S2(=O)=O | -47 | 0 | 126* | -0.1
O=C(C[C@H]1C=C[C@@H](NC(=O)Nc2ccc3c(c2)OCO3)[C@@H](CO)O1)NCCCN1CCOCC1 | 1 | -2 | / | -0.4
CCNC(=O)C[C@H]1CC[C@H]2[C@H](COc3ccc(NC(=O)C4CCCCC4)cc3C(=O)N2C)O1 | 21 | -3 | -23 | -0.3
CO[C@H]1CN(C)C(=O)c2ccc(NC(=O)C3CCC3)cc2OC[C@H](C)N(Cc2ccncc2)C[C@@H]1C | / | / | 59 | 0.6
COc1ccc(S(=O)(=O)N(C)C[C@@H]2OCCCC[C@H](C)Oc3ccc(NC(=O)Nc4c(C)noc4C)cc3C(=O)N([C@@H](C)CO)C[C@@H]2C)cc1 | -76 | -3 | 2 | 0.6

Compound activity: PubChem, Broad Institute
